Screening results (PubChem)
TEAD-YAP block: TEAD-YAP interaction inhibition; inhibition, % at 9.12 µM; 640,000 tested, 1.4% active; AID 1259422; HEK-TIYL cells, TEAD-Gal4/YAP UAS-luciferase luminescence; in the data active means inhibition above about 32%;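 further: 0% = median of test compound wells and 100% = reference inhibitor wells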
MITF primary: human MITF inhibition, primary screen; AID 1259374; 650,000 tested, 0.91% active; inhibition, % at 2.6 µM; AlphaScreen MITF homodimerization, bead proximity signal; in the data active means inhibition above about 50%;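 further: 0% = vehicle wells with protein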
Target sequence (O75030 whole entry, looked up): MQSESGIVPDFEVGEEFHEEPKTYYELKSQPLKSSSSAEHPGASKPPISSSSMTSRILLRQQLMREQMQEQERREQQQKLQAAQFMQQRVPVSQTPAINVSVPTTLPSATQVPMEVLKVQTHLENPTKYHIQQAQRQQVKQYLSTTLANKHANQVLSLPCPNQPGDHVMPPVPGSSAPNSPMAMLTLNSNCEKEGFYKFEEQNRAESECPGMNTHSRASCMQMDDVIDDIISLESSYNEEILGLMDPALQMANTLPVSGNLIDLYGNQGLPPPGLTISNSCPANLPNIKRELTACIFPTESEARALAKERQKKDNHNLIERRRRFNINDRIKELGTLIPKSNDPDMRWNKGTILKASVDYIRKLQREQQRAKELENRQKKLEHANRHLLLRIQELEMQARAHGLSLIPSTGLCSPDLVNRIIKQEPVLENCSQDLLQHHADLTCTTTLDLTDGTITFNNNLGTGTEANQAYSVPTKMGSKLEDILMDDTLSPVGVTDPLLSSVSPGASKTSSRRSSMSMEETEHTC
FBW7 act: activators of human E3 ligase FBW7; AlphaScreen FBW7–phospho-cyclin E peptide binding, activator screen; normalized activity (activation), % at 26.1 µM; 650,000 tested, 0.13% active; in the data active means normalized activity above about 1.9%;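 further: purified mutant Fbw7 with reduced substrate affinity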
GPR151 ag: human GPR151 activation. 650,000 tested, 1% active. activation, % at 11.2 µM. PathHunter beta-arrestin GPR151 cells, luminescence. Q8TDV0; in the data active means activation above about 4.9%;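 further: 0% = median of compound wells and 100% = cells with positive control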
Target sequence (Q8TDV0 whole entry, looked up): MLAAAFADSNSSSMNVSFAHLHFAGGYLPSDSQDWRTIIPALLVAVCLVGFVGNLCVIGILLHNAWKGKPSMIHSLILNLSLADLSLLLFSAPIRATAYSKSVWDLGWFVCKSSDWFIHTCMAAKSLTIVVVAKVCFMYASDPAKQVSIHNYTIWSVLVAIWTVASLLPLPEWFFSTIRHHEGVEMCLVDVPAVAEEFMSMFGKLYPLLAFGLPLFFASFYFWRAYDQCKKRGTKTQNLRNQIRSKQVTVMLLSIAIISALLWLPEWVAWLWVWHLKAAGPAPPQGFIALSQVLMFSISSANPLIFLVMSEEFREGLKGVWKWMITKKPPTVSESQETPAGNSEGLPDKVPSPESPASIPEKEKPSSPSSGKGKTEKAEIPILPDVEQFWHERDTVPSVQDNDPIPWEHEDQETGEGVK
The depositor's hits bear a star.

SMILES	TEAD-YAP block	MITF primary	FBW7 act	GPR151 ag
Cc1ccc(S(=O)(=O)N2CCN(C)CC2)c(C)c1C	-2	-16	0.1	-1.1
CCOCCOC(=O)COc1ccc2c(=O)c(Oc3ccc(C(C)(C)C)cc3)coc2c1	1	-4	0.1	2.0
CCOc1ccc(N2CC(O)Cn3c2nc2c3c(=O)n(C)c(=O)n2C)cc1 (centres undefined)	1	5	-0.2	0.4
Cc1ccc(Cl)cc1N(Cc1ccc(C(=O)NC2CC2)cc1)S(=O)(=O)c1ccccc1	-4	1	-0.1	0.8
Cc1nc(C(=O)Nc2ccccc2F)cc2c1[nH]c1ccccc12	-39	12	0.7	0.8
Cc1cccnc1C(NC(=O)C1CCN(C(=O)C2CC2)CC1)c1ccc(F)cc1 (centres undefined)	-5	-2	-0.5	-0.8
N#C/C(=C\c1ccc(F)cc1)c1nc(-c2cccc(Cl)c2)cs1	-8	11	0.1	-1.3
Cc1cc2c(c(=O)[nH]1)C(c1cc3c(cc1Br)OCO3)C(C#N)=C(N)O2 (centres undefined)	0	-1	-0.1	1.4
COc1cccc2cc(C(=O)Nc3cccc(-c4cn5cccc(C)c5n4)c3)c(=O)oc12	0	16	0.1	1.8
CN1CC[C@H](Oc2cc(-c3cn[nH]c3)ccc2NC(=O)N(Cc2ccccc2)C2CC2)C1	-19	-1	-0.2	-0.2
COc1cc(-c2ccc(NC(=O)c3cccc(Br)c3)c(OC)c2)ccc1NC(=O)c1cccc(Br)c1	9	1	0.1	-1.5
Cc1cccc(C(=O)OCC(=O)N(C(C)C)C(C)C)c1O	4	-5	0.1	-0.2

Entries from the list above containing a cyano group, in the order listed:
SMILES	TEAD-YAP block	MITF primary	FBW7 act	GPR151 ag
N#C/C(=C\c1ccc(F)cc1)c1nc(-c2cccc(Cl)c2)cs1	-8	11	0.1	-1.3
Cc1cc2c(c(=O)[nH]1)C(c1cc3c(cc1Br)OCO3)C(C#N)=C(N)O2 (centres undefined)	0	-1	-0.1	1.4

Quoted at random: two entries already listed, in no set order.
SMILES	TEAD-YAP block	MITF primary	FBW7 act	GPR151 ag
COc1cccc2cc(C(=O)Nc3cccc(-c4cn5cccc(C)c5n4)c3)c(=O)oc12	0	16	0.1	1.8
CCOCCOC(=O)COc1ccc2c(=O)c(Oc3ccc(C(C)(C)C)cc3)coc2c1	1	-4	0.1	2.0

Next part
SMILES	TEAD-YAP block	MITF primary	FBW7 act	GPR151 ag
CCCCCOc1ccc(COC2C(C3COC(C)(C)O3)OC3OC(C)(C)OC32)cc1 (centres undefined)	-3	-14	0.0	-1.7
Cc1nc(C)n(-c2ccc(Nc3cc(-n4ccnn4)ccn3)cc2)n1	1	-11	-0.1	-0.4
CCc1nccn1S(=O)(=O)c1ccc(OC)cc1	-7	-1	-0.1	-1.8
Fc1cccc(NC(=S)NCCCN2CCOCC2)c1	4	15	0.4	-1.0
C=CCn1c(N)cc(=O)nc1SC(C)C(=O)Nc1cccc(Cl)c1 (centres undefined)	1	18	0.0	0.9
CCCSc1nnc(-c2cc(OC)c(OC)c(OC)c2)o1	-15	-9	0.5	-1.3
NC(=S)CN1C(=O)c2ccccc2S1(=O)=O	7	-10	0.0	0.9
Cc1cccc(OCC(=O)N2CCN(C(=O)COc3cccc(C)c3)CC2)c1	-5	-11	0.0	-0.7
Nc1ccc(N=Cc2ccc3c(c2)OCCO3)cc1	4	8	-0.2	-0.5
c1cc2c(cc1CN1CCN(C3CCCCCC3)CC1)OCO2	1	65*	0.5	0.0
CC(=O)Nc1ccc(C(=O)Nc2ccc(Cl)cn2)cc1	-80	3	-0.1	0.8
COCC(=O)Nc1ccc(Nc2nc(C)cc(N3CCOCC3)n2)cc1	-2	-1	-0.1	1.3
O=C(Nc1ccc2oc(-c3cccnc3)nc2c1)c1ccc(-c2cccc(OC(F)(F)F)c2)o1	-12	7	0.0	1.0
Cc1ccc(C(=O)Nc2ccc(N(C)C)cc2)cc1C	15	17	-0.3	-2.2
COc1cc(Nc2nc(Nc3ncccn3)nc3c2ncn3CCN2CCCC2=O)cc(OC)c1OC	4	-12	0.2	3.7
Cc1nc(CNc2nncc(-c3ccc(C(F)(F)F)cc3)n2)cs1	-5	2	-0.1	-0.7
CCN1CCN(S(=O)(=O)c2cccc(C)c2)CC1	4	10	0.1	0.1
O=C(c1cc2ccccc2o1)c1ccc(Br)s1	-56	6	1.1	0.3
CCCN(CCC)c1nc(OCC)nc(OCC)n1	-7	0	0.3	0.1
CN(C(=O)c1ccc(N)cc1)C1CC(C)(C)N(C)C(C)(C)C1	7	12	0.2	-1.1
C=CCNCCCCOc1ccc(C)cc1[N+](=O)[O-]	-2	75*	-0.2	1.2
O=C1CCCN1CCCNc1nc(-c2ccc(N3CCOCC3)nc2)nc2nc[nH]c12	2	10	0.0	0.4
COC(=O)c1c(NC(=O)/C=C/C(=O)O)sc(Cc2ccccc2)c1C	36*	2	0.5	-0.9
CCCNc1nccc(-c2c(-c3ccc(F)cc3)nc3n2[C@H](CO)C[C@H]3C)n1	6	4	0.8	-1.9
C/C(N)=C(/C#N)C(=O)CSc1nnc(-c2ccc(F)cc2)n1CC1CCCO1 (centres undefined)	-10	15	0.5	-1.3
COC(=O)c1cnc(Nc2ccc(C)cc2Br)c2ccccc12	-5	13	1.1	-1.0
COc1ccccc1NC(=O)C1=C(C)NC(SCC(=O)Nc2ccccc2C)=C(C#N)C1c1ccccc1Cl (centres undefined)	2	22	1.3	-1.3
CCN1CCN(c2nc3c(S(=O)(=O)c4ccccc4)nnn3c3ccccc23)CC1	0	15	0.1	-2.4
COc1ccc(C(=O)N2CCN(c3ccccc3C)CC2)cc1OC	4	16	0.1	1.5
COC(=O)C1=C(C)N(Cc2ccc(C)cc2)C(=O)/C1=C\c1cc(OC)c(OC)c(OC)c1	-6	11	0.0	-0.2
FC(F)(F)c1nn2c(C(F)(F)F)nnc2s1	11	2	-0.2	-1.1
CS(=O)(=O)C1=C(O)C(=O)N(CCO)C1c1ccccc1 (centres undefined)	11	-20	-0.1	-0.4
c1cncc(CNc2cccc(-c3nc4ccccc4o3)c2)c1	-43	9	0.6	-0.6
O=C(N/N=C/c1cc([N+](=O)[O-])ccc1O)c1nc(-c2ccccc2)n(-c2ccccc2)n1	11	-14	-0.1	-0.3
O=C(O)c1cc(Br)ccc1N=Cc1nc(-c2ccccc2)oc1O	8	22	1.0	-2.7
C/C(CC(=O)Nc1cccc(C(F)(F)F)c1)=N\NC(=O)c1cccc(C)c1	-27	-15	0.1	-1.5
Cc1nc(N(C)c2ccc(C(C)C)cc2)c2c(C)c(C(=O)NCc3ccc(F)cc3)sc2n1	5	-4	-0.1	0.6
CC(=O)Nc1ccc(Nc2cc(Nc3nccc4ccccc34)nc(N)n2)cc1	-4	13	0.0	-1.6
Cc1cccc(Oc2coc3cc(OCC(=O)OCCC(C)C)ccc3c2=O)c1	-1	-5	0.0	-0.9
O=C(Nc1nc2c(ccc3ccccc32)s1)c1ccc(Oc2ccccc2)cc1	8	9	0.0	0.5
CCCCOC(=O)C1=C(C)Nc2nnnn2C1c1ccc(Cl)cc1 (centres undefined)	13	6	0.1	-0.5
O=C(O)CCN1C(=O)CSC1=S	10	6	0.0	0.8
Cc1ccc(-n2nc3c(c2NC(=O)c2cc([N+](=O)[O-])ccc2Cl)CS(=O)(=O)C3)c(C)c1	70*	6	-0.2	-0.7
COc1ccc(C(=O)CS(=O)(=O)c2ccc(C)cc2)cc1[N+](=O)[O-]	13	7	0.5	0.7
COc1ccc(C(=O)NNC(=O)C(=O)N2CCCCC2)cc1OC	1	4	-0.1	0.1
COc1ccccc1NC(=O)CSc1nc2ccccc2c(=O)n1CCc1ccccc1	-15	-4	0.1	1.0
CCOC(=O)c1c(NC(=O)c2ccc(N3C(=O)C4C5C=CC(C5)C4C3=O)cc2)sc2c1CCCC2 (centres undefined)	13	0	0.0	0.7
OCCC1CN(Cc2c(F)cccc2Cl)CCN1Cc1cccs1 (centres undefined)	-10	2	-0.2	1.8

Grouped by structure, the compounds so far containing two or more sulfur atoms.
SMILES	TEAD-YAP block	MITF primary	FBW7 act	GPR151 ag
NC(=S)CN1C(=O)c2ccccc2S1(=O)=O	7	-10	0.0	0.9
O=C(O)CCN1C(=O)CSC1=S	10	6	0.0	0.8

Continuation:
SMILES	TEAD-YAP block	MITF primary	FBW7 act	GPR151 ag
COc1ccc2c(c1)OC(C)CN(C(=O)CCc1ccccn1)C2 (centres undefined)	0	-9	-0.2	-0.7
CC1CCC(N2C(=O)C3C(C(=O)Nc4cccc(Cl)c4)C4C=CC3(O4)C2C(=O)NC2CCCC(C)C2C)CC1 (centres undefined)	5	-5	0.0	-0.3
CC(=O)Nc1nonc1N1C(=N)S/C(=C\c2ccc(-c3ccc(F)cc3)o2)C1=O	5	5	-0.1	-1.4
COc1ccc2nc(N3CCOCC3)cc(C)c2c1	-17	2	0.1	3.5
Cc1ccc2onc(CNC(=O)N3CCCc4ccccc43)c2c1	-6	-6	0.2	-0.1
CCOC(=O)C1=CN(c2ccc(OCC)cc2)C=C(C(=O)OCC)C1c1cccc(OC)c1	-17	-7	-0.1	-0.5
CC(C)c1nnc(C2CCN(S(=O)(=O)Cc3ccccc3)CC2)o1	-3	1	0.5	-0.1
CCCNc1ncnc2nc(N3CCCC(C(=O)N(CC)CC)C3)[nH]c12 (centres undefined)	-6	-12	-0.1	0.4
COc1cc(/C=N/Nc2ncnc3sc(C)c(C)c23)cc(OC)c1	-28	17	0.2	-0.8
COc1ccccc1NC(=O)c1nn(C)c(C(=O)Nc2ccccc2OC)c1Br	-1	-3	0.0	-0.4
CCOCCOC(=O)C1=C(C)NC2=C(C(=O)CC(c3ccccc3)C2)C1c1ccccc1OCc1ccccc1 (centres undefined)	7	-7	0.0	1.9
O=C(NCC1CCCN(Cc2cccc3c2OCO3)C1)c1cccs1 (centres undefined)	0	6	-0.1	0.9

Part of the list above, bar-delimited:
compound | TEAD-YAP block | MITF primary | FBW7 act | GPR151 ag
COc1ccc2nc(N3CCOCC3)cc(C)c2c1 | -17 | 2 | 0.1 | 3.5
Cc1ccc2onc(CNC(=O)N3CCCc4ccccc43)c2c1 | -6 | -6 | 0.2 | -0.1
CCOC(=O)C1=CN(c2ccc(OCC)cc2)C=C(C(=O)OCC)C1c1cccc(OC)c1 | -17 | -7 | -0.1 | -0.5

Following part:
SMILES	TEAD-YAP block	MITF primary	FBW7 act	GPR151 ag
CC(=O)Nc1ccc(NC(=O)CN2CCCCC2)cc1	-4	0	-0.1	1.4
COc1cnc(-c2ccccn2)nc1-c1ccc(C(F)(F)F)cc1	27	24	-0.4	0.8
COc1ccc2oc(=O)c(C(=O)Nc3ccccc3O)cc2c1	-53	8	0.0	-4.7
CC(=O)NCC(c1cccs1)S(=O)(=O)c1ccc(C)cc1 (centres undefined)	-7	51*	1.9*	1.0
c1cncc(CNc2nc3ccccc3c3nc(-c4ccncc4)nn23)c1	5	4	-0.4	1.3
COc1cccc(OCC(O)CNC(C)c2ccccc2)c1 (centres undefined)	18	2	0.0	0.6
COc1ccc(C(=O)NNC(=O)C(=O)Nc2cccc(C)c2)cc1	-21	0	-0.1	0.4
CC(C)c1ccc(NC(=O)C(=O)NCc2ccco2)cc1	-50	-1	-0.1	2.2
Clc1ccccc1CNc1ncnc2c1cnn2-c1ccccc1	-25	-3	-0.1	3.5
O=C(Nc1ccc2c(c1)oc1ccccc12)c1cc([N+](=O)[O-])ccc1N1CCOCC1	-21	-10	-0.2	0.7
CCOC(=O)C1=CN(Cc2ccc(F)cc2)C=C(C(=O)OCC)C1c1ccccc1Br	5	-5	-0.1	0.9
O=C(/C=C/Nc1ccccn1)c1ccc(Cl)s1	-32	-5	0.1	-2.4
O=C(c1ccc2c(=O)n(-c3ccccc3)c(=S)[nH]c2c1)N1CCCCC1	43*	9	0.0	-0.4
CC(C)OC(=O)C(C)Oc1ccc2c(=O)c(Oc3ccccc3Cl)coc2c1 (centres undefined)	11	-8	0.2	-1.0
CCOCCOC(=O)C1=C(C)NC(=O)CC1c1ccccc1Cl (centres undefined)	5	-4	-0.1	0.7
O=C(NCc1ccccc1Cl)c1ccc(N2CCCCCC2)c([N+](=O)[O-])c1	6	17	-0.2	1.4
COc1ccc(C(=O)N(c2ccc(C)cc2)S(=O)(=O)c2ccc(C)cc2)cc1OC	-3	4	0.1	4.9
CCCNC(=O)c1ccc2nc(NC3CCN(Cc4ccccc4)CC3)sc2c1	-26	-2	0.0	2.2
O=C(Nc1ccccc1F)C1c2ccccc2Oc2ccccc21	-1	7	0.0	0.0
CCCCC(=O)Nc1ccc(NCc2ccccc2OC)cc1	-4	-11	-0.1	0.5
O=C(NCc1ccc2c(c1)OCO2)C(=O)NC1CCCCC1	-7	-9	0.0	0.2
CC(=N)C1=C(O)CN(c2ccccc2)C1=O	4	3	0.6	-1.3
COC(=O)CCSc1cc([N+](=O)[O-])cc2onc(C3OCCO3)c12	3	12	0.0	0.4
O=C(c1cccc([N+](=O)[O-])c1)c1ccc2c(c1)C(=O)N(c1cc(Cl)ccc1O)C2=O	-4	-8	-0.1	-0.2
CN(C)c1ccc(/C=C/c2[nH]c(=O)[nH]c(=O)c2[N+](=O)[O-])cc1	2	-7	-0.1	0.1
COC(=O)Cn1c(=O)c2c(nc3n2CCCN3c2cc(Cl)ccc2C)n(C)c1=O	-1	9	0.9	0.5
O=C(CCCCC(=O)NCc1cccs1)NCc1cccs1	-2	-24	-0.1	0.1
COc1ccc(CN2CCC3(CCC(CNC(=O)C(C)C)O3)CC2)c(OC)c1C (centres undefined)	-19	13	0.1	0.0
Cc1ccc(-c2nn(CCC#N)cc2/C=C/C(=O)O)cc1	-2	9	0.8	0.5
COc1ccc2oc(=O)c(C(=O)NCc3ccccc3Cl)cc2c1	6	-1	-0.2	-1.0
